# AT treatment – qHTS Assay for Identifying a Potential Treatment of Ataxia-Telangiectasia | […] A-T fibroblasts, KAP-1 phosphorylation AlphaLISA; neocarzinostatin DNA damage 30 min before lysis | Potency, µM (highest dose often 57.5 µM), without a hit: at the highest dose activation, usual class: activators | hit rate 0.19% among 320,000; note: potency is the fitted concentration of half-maximal effect; % of control where 0% means no effect; nearly all actives have a fitted effect of over 45% in size
#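 ATM-like activity read as KAP-1 phosphorylation via AlphaLISA donor/acceptor antibody pairs after lysis and 6 hr at 25C. Cells were ATM-null patient fibroblasts ([…], hTERT), dosed 60 min, then exposed to the DSB inducer NCS for 30 min.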
# TCR act – Activators of T cell receptors: qHTS campaign | primary human leukocytes, anti-CD3, IL-2 HTRF, 48 h | 330,000 tested, under 10 active | Potency, µM (top dose mostly 9.22 µM), for the others: at the top dose activation of IL-2 secretion, most hits filed as activators; note: % of control where 0% means no effect
#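 48 hr co-incubation of compounds, a-CD3 beads and primary human leukocytes; IL-2 quantified homogeneously by HTRF with anti-IL-2 K and d2 conjugates.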
# Mito fusion yeast – qHTS Assay for Small Molecule Inhibitors of Mitochondrial Division or Activators of Mitochondrial Fusion. hit rate 0.23% among 320,000. AID 485298, 2010. Potency, µM (highest dose often 46.1 µM), inactives show at the top dose growth rescue (activation), hits mostly activators. S. cerevisiae fusion-defective mutant growth rescue, CellTiterGlo 48 h;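 note: potency is the fitted concentration of half-maximal effect; % of control where 0% means no effect; nearly all actives have a fitted effect of over 45% in size; temperature-sensitive fusion mutants such as fzo1-1 at 37 °C on non-fermentable ethanol glycerol medium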
#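 Temperature-sensitive fusion-defective S. cerevisiae (e.g. fzo1-1, mgm1-5) were grown with compound in YPEG medium (3% ethanol, 3% glycerol) for 48 hours at 37C. Growth rescue was measured as viability by CellTiterGlo luminescence after 10 minutes at ambient.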
# PTAP TSG101 blk – qHTS Assay for Iinhibitors of HIV-1 Budding by Blocking the Interaction of PTAP/TSG101; Potency, µM (highest dose often 115 µM), for the others: at the top dose activity change, negative = inhibition, most hits filed as inhibitors; Tumor susceptibility gene 101 protein (Homo sapiens), Q99816; AID 493005, 2010; Fluorescence polarization, FITC-PTAP peptide / Tsg101 binding; 340,000 tested, under 10 active; active = well fitted inhibition curve with a large enough effect in the main read-out, with a control signal flat, not every such curve was filed as active; inconclusive = small, poorly fitted or top-dose-only effect, or effect the other way, or a change in a side signal; inactive = no such curve, though single readings can be large or run the other way; note: potency is the fitted concentration of half-maximal effect; % of control where 0% means no effect
# Target sequence (Q99816 whole entry, looked up): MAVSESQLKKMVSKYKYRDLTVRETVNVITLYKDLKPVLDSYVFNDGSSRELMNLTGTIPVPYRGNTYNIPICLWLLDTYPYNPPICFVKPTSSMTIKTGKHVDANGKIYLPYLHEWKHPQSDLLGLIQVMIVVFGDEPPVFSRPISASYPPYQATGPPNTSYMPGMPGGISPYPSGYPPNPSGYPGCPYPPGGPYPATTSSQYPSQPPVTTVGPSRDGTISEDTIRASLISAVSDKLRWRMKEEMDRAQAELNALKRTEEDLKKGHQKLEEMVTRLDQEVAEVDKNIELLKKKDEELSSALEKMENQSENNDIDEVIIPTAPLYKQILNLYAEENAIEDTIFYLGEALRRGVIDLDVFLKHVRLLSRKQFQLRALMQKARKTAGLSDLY
#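 Fluorescence polarization binding of Tsg101 binding domain (10 uM final) to FITC-labeled PTAP peptide (50 nM final) in HEPES pH 7.5 buffer with NaCl, Tween 20, EDTA, TCEP. Compounds added before peptide; binding 20 min at RT.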
# TSHR antag – Antagonists of the Thyroid Stimulating Hormone Receptor: HTS campaign | TSHR-expressing cells, TSH-stimulated cAMP HTRF, 2 h; active compounds read low | activity change, negative = inhibition, % at 11.5 µM | hit rate 0.2% among 330,000;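 active = activity change below a set negative limit, meaning inhibition stronger than a set level, cut at about -70% in these data; inconclusive = activity change between two set negative limits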; note: % is set by controls: 0 for no effect and ±100 for the full control effect
#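 TSHR-expressing cells were treated with compounds, then stimulated with TSH at EC80 (4nM final) for 2 hours at 37 deg C. Cellular cAMP was measured by HTRF competition between lysate cAMP and cAMP-d2 for a cryptate-labelled anti-cAMP antibody.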
# Integrin act MD – qHTS for Activators of Integrin-Mediated Alleviation for Muscular Dystrophy | alpha7betagal myoblasts, beta-gal FDG fluorescence, 48 h | hit rate 0.064% among 350,000 | Potency, µM (titrated, usually from 38.3 µM), without a hit: at the highest dose activation, actives largely listed as activators;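 note: potency is the fitted concentration of half-maximal effect; 100% = response of the positive control SU9516; nearly all actives have a fitted effect of over 60% in size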
#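 Alpha7betagal+/- myoblasts (passage 13) were plated 16-24 hr, then exposed to compounds (1:260 dilution of DMSO stock) for 48 hours at 37C. After MPER lysis, β-galactosidase reporter activity was read as FDG fluorescence (ex 480/em 540) after 30 minutes.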
# MLL CXXC-DNA inh – qHTS Fluorescence Polarization Assay for Inhibitors of MLL CXXC domain - DNA interaction. Potency, µM (highest dose often 115 µM), for inactives: at the highest dose activity change, negative = inhibition, most hits filed as inhibitors. MLL-CXXC / FITC-HOXA9 DNA fluorescence polarization. hit rate 0.037% among 290,000. Histone-lysine N-methyltransferase 2A (Homo sapiens), Q03164. AID 2662, 2010; active = well fitted inhibition curve with a large enough effect in the polarisation, with a control signal flat, not every such curve was filed as active; inconclusive = small, poorly fitted or top-dose-only effect, or effect the other way, or a change in a side signal; inactive = no such curve, though single readings can be large or run the other way; the % refers to the polarisation; note: potency is the fitted concentration of half-maximal effect
#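 Steps: dispense CXXC domain solution (7 uM) → pin compounds or unlabeled HOX-A9 DNA control → 5 min ambient → add FLSN-HOX-A9 solution (50 nM) → spin → 30 min ambient → fluorescence polarization. Tris pH 7.5/NaCl/DTT/BSA buffer.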
# Menin-MLL TR inh – qHTS Assay for Inhibitors Targeting the Menin-MLL Interaction in MLL Related Leukemias: Competition With Texas Red Labeled MLL-derived Mutant Peptide | Potency, µM (top dose mostly 61.6 µM), for the others: at the top dose FP activity change, negative = inhibition, most hits filed as inhibitors | Menin + Texas Red MLL mutant peptide, fluorescence polarization | hit rate 0.23% among 270,000 | AID 1768, 2009; active = well fitted inhibition curve with a large enough effect in the polarisation, with a control signal flat, not every such curve was filed as active; inconclusive = small, poorly fitted or top-dose-only effect, or effect the other way, or a change in a side signal; inactive = no such curve, though single readings can be large or run the other way; the % refers to the polarisation; note: potency is the fitted concentration of half-maximal effect; % of control where 0% means no effect; many of its hits are not listed in these tables
# S-ASM inh – Inhibitors of Secretory Acid Sphingomyelinase (S-ASM): qHTS. Potency, µM (highest dose often 57.5 µM), for inactives: at the highest dose activity change, negative = inhibition, hits mostly inhibitors. placental ASM, HMU-PC fluorogenic substrate, 60 min. hit rate 0.006% among 340,000. Sphingomyelin phosphodiesterase (Homo sapiens), P17405. AID 504937, 2011; note: potency is the fitted concentration of half-maximal effect
# Target sequence (P17405 47-631 limits assumed): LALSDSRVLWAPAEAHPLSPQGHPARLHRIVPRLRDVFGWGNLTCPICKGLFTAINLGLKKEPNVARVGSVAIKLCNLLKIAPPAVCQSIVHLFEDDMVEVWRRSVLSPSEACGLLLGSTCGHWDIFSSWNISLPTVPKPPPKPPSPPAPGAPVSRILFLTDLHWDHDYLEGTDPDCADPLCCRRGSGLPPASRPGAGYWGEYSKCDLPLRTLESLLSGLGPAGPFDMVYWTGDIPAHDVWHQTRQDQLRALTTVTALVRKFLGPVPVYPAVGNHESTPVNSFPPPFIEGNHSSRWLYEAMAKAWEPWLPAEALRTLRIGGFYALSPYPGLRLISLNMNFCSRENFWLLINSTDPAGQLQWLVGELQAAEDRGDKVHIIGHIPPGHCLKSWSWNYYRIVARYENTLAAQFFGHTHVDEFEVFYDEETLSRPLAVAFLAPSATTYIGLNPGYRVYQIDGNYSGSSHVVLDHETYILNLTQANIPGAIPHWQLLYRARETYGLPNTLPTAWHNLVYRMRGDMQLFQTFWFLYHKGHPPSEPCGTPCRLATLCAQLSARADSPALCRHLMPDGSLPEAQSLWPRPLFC
#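 Fluorogenic HMU-PC substrate (9 uM final) is turned over by placental ASM in 60 min at 37 C after a 10 min compound preincubation. Reaction ended by alkaline stop (pH 10), with fluorescence read at 386/447 nm.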
# MBNL1 CUG block – qHTS Assay for Inhibitors of MBNL1-poly(CUG) RNA binding. Muscleblind-like protein 1 (Homo sapiens), Q9NR56. TR-FRET MBNL1-His/biotin-(CUG)12 binding, 665/545 ratio. Potency, µM (series often up to 57.5 µM), for inactives: at the highest dose activity change, negative = inhibition, most hits filed as inhibitors. hit rate 0.036% among 280,000; active = well fitted inhibition curve with a large enough effect in the signal ratio, with a control signal flat, not every such curve was filed as active; inconclusive = small, poorly fitted or top-dose-only effect, or effect the other way, or a change in a side signal; inactive = no such curve, though single readings can be large or run the other way; the % refers to the signal ratio; note: potency is the fitted concentration of half-maximal effect; % is set by controls: 0 for no effect and ±100 for the full control effect
#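 Compounds (final 92 nM to 58 uM) are added to His-tagged MBNL1 and biotin-(CUG)12, then terbium anti-His antibody and streptavidin-XL665 (5 nM final). After 60 min at room temperature, the 665/545 nm ratio is read.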
# * = called active by the depositor; i = inactive; ? = inconclusive; . = not tested or not shown; [ ] = remark or other dose. Unless noted, calls come from the whole dose curve; as a rule, active = well fitted curve in the direction sought with a large enough effect; inconclusive = small, poorly fitted or top-dose-only effect, or another doubt; inactive = no such curve, though single readings can be large; an effect the other way counts as inactive or inconclusive. These rows are one share of the data. The share of hits here may be higher or lower than overall.
molecule,AT treatment,TCR act,Mito fusion yeast,PTAP TSG101 blk,TSHR antag,Integrin act MD,MLL CXXC-DNA inh,Menin-MLL TR inh,S-ASM inh,MBNL1 CUG block
CN(Cc1ccccc1)C(=O)COc1ccc(C(C)(C)C)cc1,17%,-3%,32%,-2%,-7,?,-6%,?,?,0%
COc1ccccc1N1CCN(S(=O)(=O)c2ccc3c(c2)NC(=O)C(C)S3)CC1 (configuration not stated),5%,1%,5%,-1%,-22,-2%,18%,.,-9%,-3%
N#Cc1c(N)nc(SCc2ccncc2)c(C#N)c1-c1cccs1,-8%,-24%,?,-4%,-8,-27%,20%,62%[activator],-28%,4%
Cc1ccc(SCCN2CCN(Cc3ccccc3)CC2)cc1,24%,2%,?,-2%,20,-20%,?,-24%,-1%,-16%
CN1CCCC(OC(=O)c2ccc(C(C)(C)C)cc2)C1 (configuration not stated),13%,.,1%,-1%,3,-14%,12%,-17%,-3%,-21%
O=C(CNS(=O)(=O)c1ccc(F)c(Cl)c1)N1CCCCCC1,5%,-2%[46.1 µM],-13%,-3%,0,12%,-3%,-10%,-1%,-5%
COc1ccc(CN2CCNC(=O)C2CC(=O)N(C)Cc2nccn2C)cc1OC (configuration not stated),3%,0%,0%,-5%,-7,-1%,-6%,1%,8%,-5%
O=C(CCc1ccccc1Cl)NC1CCCN(c2ccc(C(F)(F)F)cn2)C1 (configuration not stated),7%,5%,0%,-4%,-31,-14%,-16%,-25%,-2%,-2%
O=C(O)C1C2CCC(C2)C1C(=O)Nc1nc2ccccc2s1 (configuration not stated),4%,-5%,-2%,-2%,11,3%,-1%,0%,-4%,-9%
Cc1ccc(NC(=O)CN2C(=O)NC(C)(CC(C)C)C2=O)cc1F (configuration not stated),29%,-10%[46.1 µM],.,-1%,10,7%,.,.,4%,.
O=C(N/N=C/c1ccc(F)cc1)c1cc(-c2ccccn2)nc2ccccc12,0%,0%,-4%,-1%,-8,-2%,.,.,-2%,.
CC(C)(/C=N/O)/[N+]([O-])=C/c1ccco1,-8%,0%,-4%,-2%,-2,16%,1%,0%,0%,1%
CCN1C[C@@H]2[C@@H]3C(=O)N(Cc4ccccc4)C(=O)[C@@H]3[C@](C)(C1=O)N2C(=O)c1ccc(Cl)cc1,.,2%,.,-2%,.,7%,.,.,1%,.
CCCn1c(SCC(=O)N2CCN(c3ccccc3)CC2)nc2ccccc2c1=O,-2%,-5%,-23%,-5%,-7,-27%,-11%,-7%,-4%,6%
CCCSc1nc2sc3c(c2c(=O)[nH]1)CCN(Cc1ccccc1)C3,.,1%,2%,?,.,-34%,?,2%,i,33%[activator]
O=C(Nc1nnc(C2CC2)s1)c1cc(S(=O)(=O)N2CCCCC2)ccc1N1CCOCC1,18%,5%,4%,-3%,9,3%,1%,.,0%,0%
COc1ccc2nc(Nc3nc(C)c(CCC(C)C)c(=O)[nH]3)nc(C)c2c1,3%,1%,4%,2%,.,8%,18%,-8%,-11%,-8%
C/C(=N/NC(=O)c1ccc2c(c1)OCO2)c1ccc(Br)s1,2%,12%,14%,0%,2,-24%,9%,8%,0%,-3%
CC(=O)Nc1ccccc1C(=O)C(=O)Nc1ccccc1,-2%,-2%[46.1 µM],1%,0%,16,-9%,2%,13%,2%,4%
Cn1nc(C(=O)NCC(c2cccs2)N2CCOCC2)c2ccccc2c1=O (configuration not stated),43%,-3%,.,0%,34,-15%,.,.,5%,.
CC(Sc1nncn1-c1ccccc1)C(=O)Nc1cccc([N+](=O)[O-])c1 (configuration not stated),1%,1%[46.1 µM],2%,0%,-2,12%,-6%,-3%,2%,?
O=C(N/N=C\c1cn[nH]c1-c1ccc(Cl)cc1)c1cccs1,1%,2%,-2%,-2%,-1,-16%,25%,.,4%,-2%
CCOC(=O)c1cnc2ccc(C(=O)OC)cc2c1NCc1ccco1,2%,.,-5%,.,-4,.,1%,26%,.,-5%
Cc1ccc(SCCC(=O)N2CCC(C(N)=O)CC2)cc1,1%,1%,3%,-3%,2,13%,-1%,2%,-2%,-1%
CCOC(=O)CN(c1cc([N+](=O)[O-])ccc1OC)S(C)(=O)=O,2%,6%,15%,2%,16,-18%,-3%,1%,-1%,?
NC(=O)C[N+]1(CC#CC(O)(c2ccccc2)c2ccccc2)CCCC1,5%,-2%,5%,-9%,4,-11%,10%,0%,2%,0%
Cc1ncc(C[n+]2csc(CCOC(=O)C34CC5CC(CC(C5)C3)C4)c2C)c(N)n1,1%,4%,15%,-3%,-10,-3%,2%,1%,-3%,-11%
O=C(Nc1ccccc1Cl)C1CCN(S(=O)(=O)c2cccc3nonc23)CC1,5%,-23%,3%,-3%,35,27%,5%,-2%,-2%,?
CC(Oc1cccc(Cl)c1)C(=O)N(C)CC(=O)Nc1ccc(N2CCOCC2)cc1 (configuration not stated),1%,-2%,-4%,0%,-7,5%,.,.,2%,.
O=C(COC(=O)c1cc([N+](=O)[O-])ccc1NCc1ccccc1Cl)NCC(F)(F)F,-6%,0%[46.1 µM],-1%,-1%,10,-5%,13%,36%[activator],2%,-17%
CCn1nc(C(=O)OCC(=O)N2CC(=O)Nc3ccccc32)c2ccccc2c1=O,-3%,1%,22%,0%,-2,15%,-5%,-10%,1%,5%
COc1cccc(C(=O)c2c(C)c(CCC#N)n3ccccc23)c1,2%,2%,5%,-1%,-10,33%,?,-1%,-1%,16%
CN(C)c1ccc(P(=O)(OC2CCCCC2)C(O)c2cccnc2)cc1 (configuration not stated),-1%,-1%,-3%,-6%,2,-22%,9%,2%,-1%,-20%
O=C(CC(=O)N/N=C\c1ccc([N+](=O)[O-])cc1)NCCc1ccccc1,-2%,1%,-3%,1%,-15,-14%,-14%,?,-2%,?
CCC(C)(C)n1nnnc1C(c1cccnc1)N1CCCC(C)C1 (configuration not stated),0%[11.5 µM],-6%,1%,-3%,0,-21%,-4%,0%,1%,6%
CC(C)(C)c1ccccc1OCCN1CCCC1,-3%,0%,-6%,-1%,0,-14%,3%,11%,1%,-10%
O=S(=O)(c1cccs1)N1CCCc2ccccc21,6%,-2%,2%,-2%,-24,0%,6%,19%,4%,0%
CCn1c(=O)c2cc(C(=O)N(C)c3ccc(OC)cc3OC)sc2c2ccccc21,5%,6%,29%,0%,4,-10%,-10%,.,-9%,.
Cc1ccc(NC(=O)c2ccc(CSc3nnc(C)s3)cc2)cc1,-5%,0%,-1%,-11%,-8,-6%,3%,34%[activator],0%,-14%
CC(C)(C)C(=O)N1CCN(c2nc3ccccc3o2)CC1,0%,-2%,17%,-5%,-4,-3%,-3%,4%,5%,.
CCc1cccc(NC(=O)C2CCCN(c3ncnc4c3nc3n4CCCCC3)C2)c1 (configuration not stated),5%,4%,22%,0%,-20,1%,9%,7%,-22%,5%
O=C(NNS(=O)(=O)c1cc(Cl)cc(Cl)c1)c1sccc1-n1cccc1,-15%,-1%,-3%,-1%,-3,-8%,-15%,.,-5%,-7%
O=Cc1ccc(-c2cccc(C(=O)O)c2)o1,6%,-4%,0%,-3%,1,-18%,-6%,-3%,1%,?
Cc1ccccc1-n1c(=O)c(C#N)cc2c(=O)n3ccccc3nc21,.,-17%,2%,-5%,10,9%,0%,15%,i,?
COc1ccc(OC)c(-c2csc(NC(=O)C3=NN(c4ccccc4)C(=O)CC3)n2)c1,-6%,-3%,-3%,0%,-9,18%,3%,-14%,-5%,9%
N=c1oc2ccccc2cc1C(=O)N/N=C/c1ccccc1,6%,2%,5%,-1%,29,4%,-2%,6%,0%,?
